Assay outcomes: PubChem BioAssay, several laboratories
Diaphorase act: diaphorase activation or chemical reduction counter-screen; Diaphorase/resazurin coupled assay, resorufin fluorescence, 16 min; active compounds read high; 1 = vehicle wells, 0 = NADH-free wells; activation factor at 20 µM; actives 0.005% (n = 190,000); AID 1229;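 active means diaphorase activity raised at least twofold by the compound at 20 µM; inactive means activation factor below 2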
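Test system: Clostridium kluyveri diaphorase, purified enzyme; input: enzyme 0.07 U/mL final; buffer or medium: 50 mM HEPES pH 7.4 with 4.542 mM MgCl2, 0.005% Tween 20; also added: 0.114 mM NADH and 0.1 mM resazurin, final amounts; schedule: 16 min enzyme reaction, ambient temperature; technique: fluorescence of resorufin, 544 nm excitation, 590 nm emission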
Hsp70 act: switches on Hsp70 transcription | activation, % at 10 µM | AID 1203 | actives 0.04% (n = 200,000) | HeLa Hsp70 promoter luciferase reporter, luminescence; scaled: vehicle 0, proteasome-inhibitor control 100%;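 active means activation above the mean across all tested compounds plus 3 SD, cutoff set per campaign, cut at about 5.5% in these data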;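 further: 100% = MG132 at 30 µM as the positive control and 0% = DMSO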
L major viab: reduces viability of Leishmania major promastigotes. resazurin fluorescence viability. actives 9% (n = 200,000). inhibition, % at 10 µM;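 further: promastigotes grown with compound for 44 hours at 28 °C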
Diaph inh CS: counter-screen for diaphorase-based assays: diaphorase inhibitors and chemical oxidizers; diaphorase resazurin-to-resorufin fluorescence, NADH, 16 min; bacterial (C. kluyveri) enzyme, not human; inhibition, % at 20 µM; actives 0.69% (n = 190,000); AID 1217;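 active means primary screen inhibition at 20 µM above a set limit, cut at about 50% in these data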;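 further: plate controls were DMSO with full reaction for no effect and wells lacking NADH for full effect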
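Benchmarks: positive control wells lacking NADH, neutral wells with DMSO only. System: bacterial diaphorase enzyme (C. kluyveri). Input: 0.14 U/mL diaphorase, enzyme working solution. Detection: resorufin fluorescence, excitation 544 nm, emission 590 nm. Times: 16-min room-temperature incubation before reading.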
PMI activator: phosphomannose isomerase (human) activation | P34949 | purified human PMI, coupled resazurin fluorescence, 20 min; active compounds read high; 1 = vehicle control, 0 substrate-free wells | AID 1214 | actives 0.005% (n = 190,000) | activation factor at 20 µM;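 active means activation factor of 2 or more at 20 µM, relative to plate controls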
TLR4-MyD88 BLA: blocks binding of human TLR4 to MyD88 | inhibition, % at 8.4 µM | O00206+Q99836 | actives 0.18% (n = 200,000) | AID 861 | HeLa CL3-4 TLR4/MyD88 BLA complementation, FRET ratio; in the data active means inhibition above about 25%;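 further: 0% = vehicle and 100% = reference inhibitor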
Target sequence (O00206 whole entry, looked up): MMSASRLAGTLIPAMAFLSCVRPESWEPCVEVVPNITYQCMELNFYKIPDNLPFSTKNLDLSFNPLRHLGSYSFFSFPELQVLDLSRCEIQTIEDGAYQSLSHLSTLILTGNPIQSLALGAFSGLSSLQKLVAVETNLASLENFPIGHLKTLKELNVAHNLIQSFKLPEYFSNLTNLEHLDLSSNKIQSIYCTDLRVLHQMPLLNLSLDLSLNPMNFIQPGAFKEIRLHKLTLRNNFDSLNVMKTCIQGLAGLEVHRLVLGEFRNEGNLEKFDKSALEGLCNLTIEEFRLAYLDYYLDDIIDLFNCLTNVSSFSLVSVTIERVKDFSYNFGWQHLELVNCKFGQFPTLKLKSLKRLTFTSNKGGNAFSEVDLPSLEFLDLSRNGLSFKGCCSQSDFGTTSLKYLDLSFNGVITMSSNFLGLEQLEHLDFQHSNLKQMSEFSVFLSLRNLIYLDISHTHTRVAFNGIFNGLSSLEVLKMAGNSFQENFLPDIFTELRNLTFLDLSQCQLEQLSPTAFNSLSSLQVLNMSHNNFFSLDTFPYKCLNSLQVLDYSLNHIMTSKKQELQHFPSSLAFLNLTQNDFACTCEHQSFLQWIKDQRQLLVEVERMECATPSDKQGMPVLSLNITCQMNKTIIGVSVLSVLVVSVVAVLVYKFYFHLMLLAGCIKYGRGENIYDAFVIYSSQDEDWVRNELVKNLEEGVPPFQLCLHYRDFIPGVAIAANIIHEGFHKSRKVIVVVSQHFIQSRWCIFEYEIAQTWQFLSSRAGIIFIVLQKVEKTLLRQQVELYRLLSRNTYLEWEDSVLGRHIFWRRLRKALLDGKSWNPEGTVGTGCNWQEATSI
Target sequence (Q99836 whole entry, looked up): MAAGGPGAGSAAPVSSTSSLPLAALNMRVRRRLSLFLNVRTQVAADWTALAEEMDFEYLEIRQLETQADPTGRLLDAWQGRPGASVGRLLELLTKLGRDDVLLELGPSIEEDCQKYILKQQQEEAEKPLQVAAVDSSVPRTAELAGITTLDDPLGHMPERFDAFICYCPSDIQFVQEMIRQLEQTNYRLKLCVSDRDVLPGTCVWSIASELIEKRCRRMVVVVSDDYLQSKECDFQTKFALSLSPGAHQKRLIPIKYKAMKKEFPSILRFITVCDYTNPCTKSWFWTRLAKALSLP
RAM inhibit: yeast RAM network inhibition; inhibition, % at 50 µM; S. cerevisiae dse1pr::URA3 reporter, 5-FOA growth OD615, 2 d; analog-sensitive cbk1-as2 kinase mutant strain; actives 1.8% (n = 190,000);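 active means inhibition above a set limit, 3 SD over mean compound inhibition, cut at about 8.4% in these data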;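 further: 0% = DMSO-only wells with no growth and 100% = 10 µM 1-NA-PP1 full growth; inhibition rescues growth on 5-FOA so higher OD means more RAM inhibition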
G6PDH counter: counter-screen for G6PDH assay hits: L. mesenteroides G6PDH inhibition; inhibition, % at 5 µM; Purified L. mesenteroides G6PDH, diaphorase/resazurin coupled fluorescence, 45 min; actives 0.12% (n = 200,000)
PMI act hi M6P: PMI (human) activation, high substrate. actives 0.34% (n = 190,000). coupled PMI enzyme assay, resazurin fluorescence, 20 min; active compounds read high; 1 = untreated enzyme, 0 = substrate-free blank. activation factor at 20 µM;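 active means activation factor of 2 or more at 20 µM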
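Test system: human phosphomannose isomerase with PGI, G6PDH, diaphorase coupling enzymes / Doses: 20 µM compound, 1% DMSO / Times: enzyme reaction with compound 20 min at room temperature / Measured by: Diaphorase-driven resazurin-to-resorufin fluorescence, excitation 544, emission 590 nm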
Redox H2O2 prof: compounds producing H2O2 with reducing agent – biochemical, NIH compound library profiling, artefact control for MLSCN library redox annotation, primary screen | DTT-dependent redox cycling H2O2, phenol red/HRP absorbance; 100% = 100 µM peroxide control, 0% = buffer | activation, % at 10 µM | actives 0.03% (n = 200,000);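 active means activation of at least 50% relative to the plate's high and low controls in the primary single-dose screen; inactive means activation below 50%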;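 further: compound incubated with DTT at 0.8 mM final as the reducing agent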
S1P3 antag: antagonists of human S1P3 receptor; AID 485; inhibition, % at 4.98 µM; Q99500; actives 0.27% (n = 170,000); CHO S1P3 NFAT-BLA reporter, FRET fluorescence, antagonist mode;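 active means inhibition above the plate cutoff, the mean inhibition of test wells on that plate plus 3 SD, cut at about 28% in these data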;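 further: cells challenged with S1P at its EC80 of 0.8 µM; blue over green emission ratio from cleaved BLA substrate after 4 h stimulation; 0% = S1P-stimulated wells and 100% = unstimulated DMSO-only wells; some compounds past the cut are filed as inactive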
* marks the source's active call; other numbers are inactive results; . = no result given. Unless noted, no stated cut-off is given here; in the data, active means inhibition above about 50%; inactive means the rest. Rows are unselected (roughly 12% active in at least one column).

SMILES | Diaphorase act | Hsp70 act | L major viab | Diaph inh CS | PMI activator | TLR4-MyD88 BLA | RAM inhibit | G6PDH counter | PMI act hi M6P | Redox H2O2 prof | S1P3 antag
CC(C)(C)c1ccc(/C=C/C(=O)NC2=NCCS2)cc1 | 1.3 | -0.1 | 2 | -31 | 1.2 | 6 | 0.6 | 6 | 1.1 | 9.7 | .
CCCCP(=O)(CCCC)c1ccccc1C(=O)O | 1.1 | -0.4 | -3 | -12 | 1.1 | -14 | 1.4 | 5 | 1 | -0.3 | 7
COCCCNC(=O)CSc1c2c(nc3ccc(Cl)cc13)CCCC2 | 1 | 0.1 | 25 | 3 | 1 | 1 | 0.1 | 7 | 1 | 0.3 | 4
Cc1noc(NS(=O)(=O)c2ccc(NC(=O)CCC3CCCC3)cc2)c1C | 0.9 | -0.4 | -11 | 12 | 0.9 | 10 | 4.3 | 3 | 1 | -0.1 | -11
Nc1nonc1-c1nc2ccccc2n1Cc1ccc(F)cc1Cl | 1.1 | -0.1 | -5 | -8 | 1 | 3 | 4.1 | 6 | 1 | -0.1 | 78*
Nc1c(Cl)ncnc1N1CCCC1 | 0.8 | -0.1 | -1 | 16 | 0.9 | -2 | 2.0 | 8 | 0.8 | -0.3 | -7
Cc1cc(-c2csc(N)n2)c(C)n1Cc1ccccc1 | 1 | -0.1 | 7 | -4 | 1.7 | 6 | 1.8 | 3 | 1.8 | -1.9 | 0
O=C(Nc1ccn(Cc2ccccc2F)n1)c1ccc(COc2ccccc2Cl)cc1 | 0.8 | -0.2 | 15 | 20 | 0.9 | 14 | 0.1 | -6 | 0.9 | -0.6 | .
COc1ccc(/C=C/C(=O)ONC2=NCCCCC2)cc1OC | 0.9 | -0.2 | 19 | 9 | 0.9 | 3 | 1.1 | 5 | 0.8 | -0.3 | -1
Cc1ccc(N/N=C(\Cc2nc3ccccc3[nH]2)c2ccccc2)cc1 | 0.9 | -0.3 | 88* | 7 | 1.5 | 15 | 1.2 | -15 | 2.2* | 0.1 | 13
COc1ccc(OC)c(-n2c(C)ccc2-c2ccc(S(C)(=O)=O)cc2)c1 | 0.7 | -0.4 | 4 | 28 | 0.8 | -4 | 2.2 | -2 | 0.8 | -0.1 | .
OCCC1CN(Cc2nc(-c3ccccc3)cs2)CCN1C1CCCC1 (stereo not drawn) | 1 | -0.4 | 84* | 1 | 1.1 | 1 | -1.4 | 3 | 1 | -0.4 | -15
Cn1c(=O)c2c(nc(CN3CCOCC3)n2CC(O)CO)n(C)c1=O (stereo not drawn) | 0.9 | -0.6 | -3 | 5 | 0.9 | -16 | 1.8 | 2 | 1 | 3.0 | 15
COCCN(C(=O)CCc1ccccc1OC)c1nnc(-c2cccnc2)s1 | 0.8 | -0.1 | 15 | 22 | 1.1 | -7 | -0.6 | 8 | 1.1 | -0.7 | -3
O=C(O)/C=C/C(=O)Nc1ccccc1C(=O)OCC(=O)c1ccc2c(c1)OCCO2 | 0.9 | -0.1 | -3 | 6 | -0.1 | 0 | 0.9 | 5 | 1 | 0.0 | -16
CCCCSCc1nc2ccccn2c1Br | 0.8 | -0.1 | 15 | 15 | 1.4 | -22 | -0.9 | 4 | 1.8 | -1.2 | 1
CC(C)NC(=O)NC(=O)COC(=O)c1cccc(OC(F)F)c1 | 1 | 0.1 | 1 | -4 | 1 | -4 | 2.3 | 8 | 1.1 | 0.0 | -3
Cc1nn(Cc2ccccc2)c(C)c1NC(=O)CCCn1nc(C)c([N+](=O)[O-])c1C | 1 | -0.4 | -6 | -1 | 1 | -20 | 2.3 | 9 | 1 | 0.6 | 7
O=C(Cn1nnc(-c2ccc(Cl)cc2)n1)NCCC1=CCCCC1 | 1 | -0.1 | -1 | 3 | 1 | 2 | 3.0 | -2 | 1 | 2.3 | -50
CS(=O)(=O)c1ccc2nc(NC(=O)CC3CCCC3)sc2c1 | 1.1 | 0.0 | 0 | -6 | 1.1 | -8 | 0.8 | 2 | 1.1 | 0.5 | 2
COc1ccc(S(=O)(=O)NC(C(C)C)C(C)C)cc1OC | 0.9 | -0.1 | 20 | 9 | 1 | -9 | 1.6 | -2 | 1 | 2.6 | 8
CC(C)NC(=S)N1CCC(Cc2ccccc2)CC1 | 0.9 | -0.4 | -4 | 15 | 1 | -2 | 0.1 | 3 | 1 | -1.8 | 9
COc1cc(C(=O)NCCCNc2nc3cc(C)c(C)cc3cc2C#N)cc(OC)c1OC | 0.9 | -0.1 | 12 | 11 | 1 | 3 | 1.3 | 4 | 0.7 | -1.6 | -5
CCOC(=O)c1cnc2c(C)c(-c3ccccc3)[nH]n2c1=O | 0.8 | -0.2 | -4 | 24 | 0.8 | -3 | 0.3 | -3 | 0.9 | 0.4 | .
CCOC(=O)CN(C(=O)CSc1nnc2c(n1)[nH]c1ccc(OC)cc12)c1ccc(F)cc1 | 0.7 | -0.2 | 90* | 30 | 0.9 | 7 | 5.0 | 5 | 0.8 | 0.6 | 16

One compound at a time, from the list above. Values in the order: Diaphorase act, Hsp70 act, L major viab, Diaph inh CS, PMI activator, TLR4-MyD88 BLA, RAM inhibit, G6PDH counter, PMI act hi M6P, Redox H2O2 prof, S1P3 antag
Shown for COCCCNC(=O)CSc1c2c(nc3ccc(Cl)cc13)CCCC2 → 1, 0.1, 25, 3, 1, 1, 0.1, 7, 1, 0.3, 4
Shown for CCCCP(=O)(CCCC)c1ccccc1C(=O)O → 1.1, -0.4, -3, -12, 1.1, -14, 1.4, 5, 1, -0.3, 7

Additional results
SMILES | Diaphorase act | Hsp70 act | L major viab | Diaph inh CS | PMI activator | TLR4-MyD88 BLA | RAM inhibit | G6PDH counter | PMI act hi M6P | Redox H2O2 prof | S1P3 antag
CCOC(=O)c1cc2c(=O)n3cccc(C)c3nc2n(CCOC)c1=NC(=O)c1ccncc1 | . | 0.1 | 2 | . | . | 8 | . | . | . | 2.1 | -39
CC1=C(C)C(=O)N(CCC(=O)O)C1=O | 0.9 | 0.3 | -6 | 13 | 1 | 11 | 0.9 | -6 | 1 | 0.0 | 1
CC1=CC(C)(C)N(C(=O)CNC2CCCCC2)c2cc(C)ccc21 | 0.8 | -0.1 | 22 | 17 | 0.9 | 6 | 0.8 | 9 | 1 | 4.8 | -6
O=C(NC(=S)NCCCN1CCOCC1)c1ccc([N+](=O)[O-])cc1 | 1 | -0.3 | 53* | 4 | 1 | 3 | 0.9 | 0 | 1 | -0.1 | -9
Cc1ccc(-n2c(-c3ccco3)n[nH]c2=S)cc1 | 0.9 | 0.0 | 6 | 8 | 1 | -13 | 1.2 | 6 | 1 | -1.2 | -6
CCOC(=O)Cn1c2c(c(=N)c3ccccc31)CCC2 | 0.8 | 0.0 | 42 | 21 | 0.8 | 13 | 1.0 | -8 | 0.9 | 2.4 | 2
CCN(CC)S(=O)(=O)c1ccc(NC(=O)COC(=O)CN2C(=O)c3ccccc3C2=O)cc1 | 0.8 | -0.3 | -4 | 16 | 0.9 | 12 | -0.9 | 12 | 0.9 | -0.1 | .
Cc1cc(C2C(C#N)=C(N)Oc3n[nH]c(C)c32)c(C)s1 (stereo not drawn) | 1 | 0.2 | 33 | -5 | 1 | -8 | -0.7 | 5 | 1 | -3.4 | .
Cc1cc(C)cc(C(=O)NCC(=O)OCC(=O)c2cc(C)n(CC(F)(F)F)c2C)c1 | 0.8 | -0.5 | -5 | 16 | 1 | -23 | 7.1 | 1 | 1 | 0.3 | -10
CCC(=O)Nc1ccc(Oc2ccc3c(c2)C(=O)NC3=O)cc1 | 0.9 | 0.0 | -7 | 9 | 0.9 | -7 | 1.0 | -3 | 0.9 | 2.8 | -19
Cc1nc2cc(-c3cccs3)[nH]n2c(=O)c1C | . | 0.2 | 0 | . | . | -1 | 0.2 | . | . | 1.8 | .
CN(C)c1nc(Nc2ccc(Cl)cc2)nc(OCC#N)n1 | 1 | 0.5 | 22 | 3 | 1 | 1 | 0.3 | 7 | 1 | 1.9 | 18
CCN1CCN(S(=O)(=O)c2cccc3nsnc23)CC1 | 0.8 | -0.1 | -4 | 18 | 0.9 | -4 | 0.1 | 0 | 0.9 | 0.6 | .
CC(C)CC(OC(=O)c1ccco1)C(=O)NC1CCCCC1 (stereo not drawn) | 1 | -0.3 | -2 | 3 | 1 | -5 | 0.1 | 7 | 0.9 | 0.6 | -12
O=C1CC(c2ccco2)Cc2nc(Nc3nc(-c4ccccc4)c4ccccc4n3)ncc21 (stereo not drawn) | 1 | 0.0 | 0 | 4 | 1.1 | -5 | 2.3 | 5 | 1 | -1.3 | -5
C/C(CC(=O)NC12CC3CC(CC(C3)C1)C2)=N\NC(=O)Cc1cccs1 | 0.9 | -0.3 | 5 | 9 | 0.8 | 16 | 0.0 | 8 | 0.9 | -0.1 | -11
CCc1cccc(CC)c1NC(=S)NCCc1ccc(O)c(O)c1 | 0.7 | -0.4 | 20 | 35 | 0.6 | -3 | 1.9 | 16 | 0.8 | -0.3 | -8
C=C(C)CSC1=C(C#N)C(c2ccsc2)CC(=O)N1 (stereo not drawn) | 1.1 | -0.4 | 6 | -6 | 0.9 | -10 | -0.1 | 7 | 1.1 | -1.0 | .
CC(C)C(NC(=S)Nc1ccccc1)C(=O)O (stereo not drawn) | 1 | -0.4 | -4 | 2 | 1.1 | -19 | 1.1 | 10 | 1.1 | -0.1 | -13
c1ccc2c(c1)[nH]c1c(N3CCOCC3)ncnc12 | 1 | -0.2 | 15 | 2 | 0.9 | 7 | 0.4 | -14 | 0.9 | -0.6 | -4
O=C1CC(N2CCN(c3ccccc3)CC2)C(=O)N1Cc1ccc(Cl)cc1 (stereo not drawn) | 0.9 | -0.3 | 4 | 11 | 1 | -11 | 1.9 | 1 | 0.9 | -0.1 | -1
CCOC(=O)c1nc(N2CCN(C(=O)OCC)CC2)c2c3c(sc2n1)CCCC3 | 0.8 | -0.1 | 20 | 18 | 0.9 | -10 | -1.2 | 10 | 0.8 | -0.2 | 22
COC(=O)c1cc(NC(=O)C2CC=CCC2C(=O)O)cc(C(=O)OC)c1 (stereo not drawn) | 0.9 | -0.1 | -4 | 8 | 0.9 | 1 | 1.5 | -14 | 0.9 | -0.7 | -6
Cn1nnnc1SCC(=O)NCCc1ccc(Cl)cc1 | 1.1 | -0.3 | -7 | -11 | 1.1 | 1 | 1.2 | 5 | 1.1 | -1.8 | -2
